Source: PubChem BioAssay
FXIa inh – human FXIa protease inhibitors, primary screen, biochemical, 1536-well; purified FXIa, Boc-Glu-Ala-Arg-AMC fluorogenic substrate; inhibition, % at 5 µM; 0.14% of 220,000 active;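 active means inhibition of at least 40%; inactive means inhibition below 40%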;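 further: fluorescence of freed AMC excited at 355 nm; 0% = enzyme without compound and 100% = no enzyme blank; many of its hits are not listed in these tables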
p97 inhibitor – inhibitors of human p97 ATPase, primary screen, biochemical; Transitional endoplasmic reticulum ATPase (Homo sapiens), P55072; recombinant p97 ATPase, Kinase-Glo ATP luminescence, 3 h; inhibition, % at 8 µM; 0.42% of 220,000 active; AID 1481, 2009; in the data active means inhibition above about 15%;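 further: 0% = DMSO vehicle and 100% = wells lacking enzyme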
Rad51 HR inh – human RAD51 strand exchange inhibitors, primary screen, biochemical, fluorescence | DNA repair protein RAD51 homolog 1 (Homo sapiens), Q06609 | hRad51 DNA strand exchange, fluorescence dequenching | inhibition, % at 10 µM | 0.085% of 200,000 active;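 active means inhibition above 40% at the single screening dose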;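 further: 0% = DMSO control wells and 100% = blanks with heterologous ssDNA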
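System: hRad51 filaments on single-stranded DNA; reagent: Fluorescein- and BHQ1-tagged 47-mer duplex; compound dosing: one concentration, 10 µM final; timing: filaments 15 min 37 °C, then compound 30 min; measured by: fluorescein emission 520 nm, excitation 485 nm; benchmarks: per-plate controls and blanks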
FXIIa inh 1536 – human FXIIa protease inhibitors, primary screen, biochemical, 1536-well. Coagulation factor XII (Homo sapiens), P00748. purified FXIIa, Boc-QGR-AMC fluorogenic substrate, 2 h. inhibition, % at 5 µM. 0.3% of 220,000 active; in the data active means inhibition above about 40%;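 further: 0% = enzyme with no compound and 100% = blank without enzyme; many of its hits are not listed in these tables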
Target sequence (P00748 20-372 limits assumed): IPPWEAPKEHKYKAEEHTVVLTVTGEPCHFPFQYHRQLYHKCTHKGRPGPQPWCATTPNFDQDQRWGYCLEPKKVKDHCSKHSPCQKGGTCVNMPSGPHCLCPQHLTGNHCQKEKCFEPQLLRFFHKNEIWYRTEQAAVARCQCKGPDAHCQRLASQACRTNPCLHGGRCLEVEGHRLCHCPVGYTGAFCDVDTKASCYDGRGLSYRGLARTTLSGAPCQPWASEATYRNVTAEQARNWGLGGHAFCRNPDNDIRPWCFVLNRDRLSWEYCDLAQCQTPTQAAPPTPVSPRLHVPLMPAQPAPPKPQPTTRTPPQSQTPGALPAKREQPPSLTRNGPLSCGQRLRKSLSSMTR
Target sequence (P00748 373-615 limits assumed): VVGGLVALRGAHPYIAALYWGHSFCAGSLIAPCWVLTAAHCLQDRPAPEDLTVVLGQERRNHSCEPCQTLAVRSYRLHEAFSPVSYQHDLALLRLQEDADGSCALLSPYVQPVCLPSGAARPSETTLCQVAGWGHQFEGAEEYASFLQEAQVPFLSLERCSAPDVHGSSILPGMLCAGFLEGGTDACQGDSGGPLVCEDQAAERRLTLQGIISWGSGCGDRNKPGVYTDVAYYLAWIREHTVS
eIF4E-4G inh – eIF4E–eIF4G protein interaction inhibitors, primary screen, biochemical, uHTS, TR-FRET, eIF4GI fragment | TR-FRET eIF4E-eIF4GI(517-606) binding, 2 h | inhibition, % at 21.7 µM | 0.37% of 220,000 active;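 active means inhibition above about 30%, limit read from the data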;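 further: 0% = full FRET control wells and 100% = background wells lacking eIF4GI fragment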
Wee1 stabilizer – Wee1 degradation inhibitors, primary screen, cell-based, HeLa, Wee1K328M-luciferase, luminescence; HeLa Luc-Wee1K328M stability; 100% = proteasome inhibitor MG132 effect; 1.2% of 220,000 active; reporter increase, % at 5 µM;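 active means activation above the mean of all tested compounds plus 3 SD, set per screening run, cut at about 8.8% in these data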;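 further: cells exposed to compound for 20 h before luminescence read; 0% = DMSO alone and 100% = MG132 at 30 µM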
hK5 inh – human KLK5 protease inhibitors, primary screen, biochemical, 1536-well; Kallikrein-5 (Homo sapiens), Q9Y337; recombinant hK5, fluorogenic AMC substrate cleavage; inhibition, % at 5 µM; 0.59% of 210,000 active; AID 873, 2007;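 active means inhibition of 40% or more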;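 further: 0% = enzyme controls without compound and 100% = no-enzyme blanks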
Target sequence (Q9Y337 67-293 limits assumed): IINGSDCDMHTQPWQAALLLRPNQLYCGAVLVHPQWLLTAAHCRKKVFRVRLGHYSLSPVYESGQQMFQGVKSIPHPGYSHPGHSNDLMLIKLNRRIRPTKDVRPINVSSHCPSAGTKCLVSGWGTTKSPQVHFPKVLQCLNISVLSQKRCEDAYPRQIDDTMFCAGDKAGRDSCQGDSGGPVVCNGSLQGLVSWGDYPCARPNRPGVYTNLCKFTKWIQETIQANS
14-3-3 Bad inh – inhibitors of 14-3-3 zeta/Bad binding, primary screen, biochemical, TR-FRET, bovine 14-3-3 zeta; inhibition, % at 21.7 µM; TR-FRET 14-3-3zeta/Dy647-pBad peptide displacement, 1 h; 14-3-3 protein zeta/delta (Bos taurus), P63103; 0.71% of 220,000 active; AID 781, 2007;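 active means inhibition above about 70%, limit read from the data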;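 further: 0% = full 14-3-3 plus peptide FRET controls and 100% = background without 14-3-3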
Target sequence (P63103 whole entry, looked up): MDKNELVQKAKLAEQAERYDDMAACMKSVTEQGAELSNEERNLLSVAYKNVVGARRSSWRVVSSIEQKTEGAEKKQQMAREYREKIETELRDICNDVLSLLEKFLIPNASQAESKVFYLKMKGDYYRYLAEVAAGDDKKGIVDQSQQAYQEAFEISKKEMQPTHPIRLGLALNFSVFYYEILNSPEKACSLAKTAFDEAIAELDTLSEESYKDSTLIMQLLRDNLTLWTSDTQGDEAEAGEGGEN
MDM2 E3 inh – MDM2-luciferase reporter signal enhancers, primary screen, MDM2 E3 ligase inhibitor project, cell-based, luminescence, 1536-well. E3 ubiquitin-protein ligase Mdm2 (Homo sapiens), Q00987. cell-based MDM2 ubiquitination luciferase reporter, 2 h; 0 = plate control, 100 = twice control, blank-subtracted. signal enhancement, % at 5 µM. 0.11% of 210,000 active. AID 1230, 2008;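 active means signal enhancement of 30% or more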;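 further: luminescence tracks abundance of the self-degrading MDM2-luciferase fusion protein; higher signal means inhibition of MDM2 E3 ligase activity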
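Assay system: stable mammalian line carrying autodegrading MDM2–luciferase fusion reporter; amount: 2000 cells seeded into each well; buffer or medium: DMEM; benchmarks: plate control and blank wells; signal: luciferase luminescence; timing: 2 h compound exposure at 37 °C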
Starred values were filed as active, the others as inactive; x = not tested or not shown; [ ] = remark or other dose.

SMILES	FXIa inh	p97 inhibitor	Rad51 HR inh	FXIIa inh 1536	eIF4E-4G inh	Wee1 stabilizer	hK5 inh	14-3-3 Bad inh	MDM2 E3 inh
COc1ccccc1CNC(=O)C(CCSC)NS(=O)(=O)c1ccc2c(c1)oc(=O)n2C (configuration not stated)	3	3	15	16	2[fluorescence artefact?]	-4	-3	0[fluorescence artefact?]	-4
Cc1cc(C)c(S(=O)(=O)NCC(=O)NCc2ccccn2)c(C)c1	0	1	14	14	-1	2	1	-6	-5
CCOC(=O)/C=C/C(=O)Nc1ccc(Oc2ccccc2)cc1	1	3	5	5	3	3	5	-1	-8
COc1ccc(OC)c(NC(=O)COC(=O)CCCN2C(=O)c3ccccc3C2=O)c1	-3	-4	-5	-3	-1[fluorescence artefact?]	-1	-7	-1	-11
Cc1nc2ncnn2c(C)c1Cc1cccc(C(F)(F)F)c1	1	-6	-25	9	-2	-3	-3	1	9
COc1ccc(NC(=S)N2CCC(c3nc4ccccc4o3)CC2)c(OC)c1	-1	1	1	9	0	-1	1	-1	-14
CC(C)C(=O)Nc1cccc(C(=O)Nc2nnc(C(C)(C)C)s2)c1	0	0	6	-7	-4	-1	2	11	-12
O=C(N/N=C/c1ccccc1OC(=O)N1CCOCC1)c1cccs1	0	-4	-9	11	0	0	5	0	-75
O=[N+]([O-])c1ccc(N2CCCCC2)c(Cl)c1N1CCCCC1	5	-1	-2	17	-5	1	-1	5	-15
CCCNC(=O)COC(=O)c1ccccc1C(=O)N(C)C1CCCCC1	5	3	-3	8	-8[fluorescence artefact?]	3	-24	-20	1
CCc1ccc(NC(=O)COC(=O)CCCC2=NS(=O)(=O)c3ccccc3N2)cc1	1	4	-10	3	-3	2	-3	0	-9
COc1ccc(C2=NNC(c3cc(Cl)cc4c3OCOC4)C2)c(O)c1 (configuration not stated)	-3	3	-35	5	-2	1	-2	-12	-8
COCCn1nnnc1C(c1ccc(OC)cc1OC)N1CCN(c2ccccc2)CC1 (configuration not stated)	-9	1	-17	7	3	1	-6	17	-11
COc1ccc2[nH]c(C(=O)NCc3ccccc3)cc2c1	-5	13	-19	-1	4	-2	-3	3	-1
COc1ccc(N=Cc2c[nH][nH]c2=O)cc1	3	-4	0	4	8[fluorescence artefact?]	2	-5	4	13
COc1ccccc1OCC(=O)NNC(=S)NC(=O)c1ccco1	0	-2	11	13	0[fluorescence artefact?]	2	-218	-8	-16
O=C(Nc1nnc(-c2cccs2)o1)c1ccco1	-9	-5	-3	-3	1	-1	-3	3	-8
CC(=O)c1ccc(NC(=O)c2ccc(COc3ccccc3[N+](=O)[O-])o2)cc1	-4	-2	-2	-1	-5	-3	-22	28	1
CCc1ccc2[nH]c(=O)c(C(c3nnnn3CCOC)N3CCN(c4ccccc4F)CC3)cc2c1 (configuration not stated)	-1	-1	-6	8	16	2	-10	20	-12
COC(=O)c1cc(C(=O)OC)cc(N2C(=O)CC(NNC(=O)c3ccccc3Cl)C2=O)c1 (configuration not stated)	3	3	x	6	0[fluorescence artefact?]	4	-15	0	-4
CC(C)c1cc(C(=O)N/N=C/c2ccco2)n[nH]1	0	4	-11	10	5[fluorescence artefact?]	3	-13	2	-26
O=C(CN(Cc1ccc2c(c1)OCO2)C(=O)c1cnsn1)NC1CCCC1	-4	1	7	4	-4	2	18	13	-13
O=C(CCC(=O)Nc1nnc(C2CCCCC2)s1)NCc1cccs1	-6	5	4	19	-2	0	25	-6	-55
COc1ccc2oc(C(F)(F)C(F)(F)F)cc(=O)c2c1	1	-5	x	2	-9	-2	-29	1[fluorescence artefact?]	8
Cc1[nH]c2ccccc2c1/C=N/NC(=O)Nc1ccccc1	-2	1	-8	-2	0	2	-7	-7	0
Cc1cc(C)n(-c2nnc(Cl)c3ccccc23)n1	-1	3	3	6	0	2	1	-18	-6
CCCC(=O)N(C)c1nnc(-c2ccc(OC)cc2)s1	-6	-6	0	-3	-1	0	-23	8	-6
CC1(C)CCCN(Cc2c(O)ccc3c(=O)c(-c4nc5ccccc5s4)c(N)oc23)C1	-1	3	x	5	0	-2	-2	-1	-9
O=C(Nc1ccc(S(=O)(=O)N2CCCCC2)cc1)c1ccccc1Cl	7	2	-3	19	-29	-1	-13	-4	2
COc1ccc(-c2nnc(SCC(=O)NCCc3ccccc3)o2)cc1	0	-1	2	11	2	1	-10	0	-3
CC(=O)c1ccc(NC(=O)C(C)NCc2ccccc2Cl)cc1 (configuration not stated)	-9	-4	-1	8	-2	1	-6	-3	0
COc1cccc(C(=O)N2N=C(c3cccc(OC)c3)CC2(O)C(F)(F)F)c1 (configuration not stated)	-1	-2	1	9	0	6	-17	-7	-20
CCOC(=O)N1CCN(C(=O)CCNS(=O)(=O)c2cc(Br)cnc2N)CC1	-5	1	5	-9	-7	-2	4	-8	-3
C/C=C(\C)C(=O)NCCN1C2=NC[C@@H](C)N2C[C@H]1Cc1ccc(O)cc1	1	5	-4	14	3	-1	3	-2	x
N#CNC1=NCN(Cc2ccccc2)CN1	6	1	-1	17	-5	-1	-9	-1	-2
CCOC(=O)c1oc2cc(O)cc(C)c2c(=O)c1-c1cscn1	-4	4	-6	4	-4	1	2	-2	-9
CCOC(=O)Cc1csc(NC(=O)CCNS(=O)(=O)c2ccc3c(c2)CCC(=O)N3)n1	2	-7	-3	17	-1[fluorescence artefact?]	1	1	4[fluorescence artefact?]	-2
COc1ccc(N2CCN(S(=O)(=O)c3ccc(-n4cnnn4)c(C)c3)CC2)cc1	4	3	x	11	-5[fluorescence artefact?]	4	-6	9[fluorescence artefact?]	-5
CCCCOC(=O)c1[nH]c2c(c1C)C(=O)CC(c1cc(OC)c(OC)c(OC)c1)C2 (configuration not stated)	7	-5	-6	11	-1	-2	-8	-13	-28
CC(OC(=O)C1CCN(S(=O)(=O)c2ccccc2)CC1)C(=O)Nc1ncc(Cl)cc1Cl (configuration not stated)	0	-2	2	2	-1	-1	-3	6[fluorescence artefact?]	-2

2 compounds from above with just eIF4E-4G inh.
smiles	eIF4E-4G inh
O=C(N/N=C/c1ccccc1OC(=O)N1CCOCC1)c1cccs1	0
COc1cccc(C(=O)N2N=C(c3cccc(OC)c3)CC2(O)C(F)(F)F)c1 (configuration not stated)	0

Remaining list, next part
SMILES	FXIa inh	p97 inhibitor	Rad51 HR inh	FXIIa inh 1536	eIF4E-4G inh	Wee1 stabilizer	hK5 inh	14-3-3 Bad inh	MDM2 E3 inh
CCCC(=O)NC(=S)Nc1ccccc1F	-1	2	-3	11	-8	-1	-16	4	-14
CCN(CC)C(=O)CC(c1ccc2c(c1)OCO2)c1c(OC)cc(OC)c2c(-c3ccccc3)cc(=O)oc12 (configuration not stated)	-5	x	4	-2	1	x	-4	1	8
CCOC(=O)c1cc(NC(=O)Nc2nccs2)c(C)nc1C	6	5	4	10	19[fluorescence artefact?]	-4	-13	-5	6
CC(=O)Nc1sc(-c2ccc(Cl)cc2)nc1-c1ccccc1	-1	0	8	10	1	0	-2	2	-10
COc1ccc2cc(CCNC(=O)CC(C)(C)C)c(=O)[nH]c2c1	6	-5	-3	11	-1	1	-5	2	-1
COc1ccc2c(c1OC)C(=O)OC2Nc1nc(-c2cc3cc([N+](=O)[O-])ccc3oc2=O)cs1 (configuration not stated)	-5	-5	-2	4	10	-2	-5	-13	-8
COc1ccccc1N1CCN(Cc2c[nH]c3ccccc23)CC1	-2	2	8	8	-5	-1	-4	-20	-17
Cc1ccc([N+](=O)[O-])cc1S(=O)(=O)NCCc1c(C)[nH]c2ccccc12	7	5	x	12	-1	0	-11	-2	2
O=C(CSc1nc(-c2cccs2)cc(C(F)(F)F)n1)NCc1ccccc1	-2	-4	-4	17	-3	-3	-1	-9[fluorescence artefact?]	-30
Cc1ccc(/C=N/N=C/c2ccc(C)s2)s1	6	-3	2	19	1[fluorescence artefact?]	5	-10	-4	-38
Cc1nc2ccccn2c1/C(O)=C1\C(=O)C(=O)N(CCN2CCOCC2)C1c1ccncc1 (configuration not stated)	10	-4	1	3	12	2	2	43	-6
COc1ccc(Nc2cc(Cl)ccc2C(=O)O)cn1	2	4	8	13	5	3	4	27	x
CC(=O)c1c(N2CCOCC2)nc2ccc(Cl)cc2c1-c1ccccc1	2	-5	x	7	-1	1	0	1	-3
CCOc1ccc(C(CCc2ccccc2)NC(=O)c2ccccc2F)cc1OCC (configuration not stated)	3	-1	-5	12	-4	1	-6	-15	-8
COc1ccc(CC(=O)NC(c2ccccc2)c2ccccc2)cc1S(=O)(=O)N1CCOCC1	-2	-1	-9	13	13	3	-3	-8	-12
CC(=O)c1cn(CCCCCCCCCCn2cc(C(C)=O)c(=O)[nH]c2=O)c(=O)[nH]c1=O	-5	-1	-2	7	-6	-1	-26	6	-20
O=C(NCCCn1ccnc1)C(=O)NCC(c1ccco1)N1CCN(c2ccccc2)CC1 (configuration not stated)	-1	3	-17	8	1	-1	1	-3	-33
COC(=O)c1ccc(Cn2c(O)c(N=O)c3ccccc32)o1	-4	4	-1	0	10	2	-5	17	-12
Clc1ccccc1Cn1nnc(-c2ccccc2)n1	-2	0	11	5	1	0	-4	-14	-9
COc1ccc(C(C(=O)NC2CCCCC2)N(CC2CCCO2)C(=O)C2COc3ccccc3O2)cc1OC (configuration not stated)	1	-1	0	13	4	-1	-7	-6	3

Random excerpt: four compounds from above, in no set order.
SMILES	FXIa inh	p97 inhibitor	Rad51 HR inh	FXIIa inh 1536	eIF4E-4G inh	Wee1 stabilizer	hK5 inh	14-3-3 Bad inh	MDM2 E3 inh
COc1ccc2c(c1OC)C(=O)OC2Nc1nc(-c2cc3cc([N+](=O)[O-])ccc3oc2=O)cs1 (configuration not stated)	-5	-5	-2	4	10	-2	-5	-13	-8
Cc1ccc([N+](=O)[O-])cc1S(=O)(=O)NCCc1c(C)[nH]c2ccccc12	7	5	x	12	-1	0	-11	-2	2
CCOc1ccc(C(CCc2ccccc2)NC(=O)c2ccccc2F)cc1OCC (configuration not stated)	3	-1	-5	12	-4	1	-6	-15	-8
COc1ccccc1N1CCN(Cc2c[nH]c3ccccc23)CC1	-2	2	8	8	-5	-1	-4	-20	-17

Other results
SMILES	FXIa inh	p97 inhibitor	Rad51 HR inh	FXIIa inh 1536	eIF4E-4G inh	Wee1 stabilizer	hK5 inh	14-3-3 Bad inh	MDM2 E3 inh
O=C(CN1CCN(S(=O)(=O)c2ccc(Br)cc2)CC1)N/N=C/c1ccc(Cl)c([N+](=O)[O-])c1	4	-2	-4	6	3[fluorescence artefact?]	7	-3	-2	-17
Cc1ccc(S(=O)(=O)NNC(=O)Nc2cccc3ccccc23)cc1	10	3	6	14	8	-3	-14	-23	0
COc1ccc(-n2c(=O)n(Cc3ccccc3)c(=O)c3[nH]cnc32)cc1	-6	10	17	-2	5	1	-9	-2	-8
COc1ccc(COCC(O)CN2CCC(CN3C(=O)c4cccc5cccc(c45)C3=O)CC2)cc1OC (configuration not stated)	14	1	x	9	3	-3	1	-2[fluorescence artefact?]	-20
